Compound activity: PubChem, National Center for Advancing Translational Sciences (NCATS)
GAA inh: blocks human lysosomal alpha-glucosidase; purified human GAA, 4-MU-alpha-glucoside fluorescence; Potency, µM (series often up to 76.9 µM), for inactives: at the top dose activity change, negative = inhibition, actives largely listed as inhibitors; 0.005% of 200,000 active; P10253;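 also: plate controls were uninhibited enzyme wells for no effect and no-enzyme background for full effect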
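AC50 values come from Hill fits of compound titrations (up to 77 uM) against 4 nM human enzyme. Substrate 4-methylumbelliferyl-alpha-D-pyranoside at 400 uM, pH 5.0 citrate buffer, 20 min room temperature; fluorescence Ex 365/Em 440 after alkaline stop.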
GAA glycogen mod: GAA glycogen-cleavage inhibition or activation; P10253; recombinant GAA, glycogen substrate, Amplex Red glucose oxidase fluorescence; Potency, µM (highest dose often 76.4 µM), for the others: top-dose activity change, negative = inhibition, hits mostly inhibitors; 0.38% of 300,000 active;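 also: 0% = full enzyme reaction and -100% = no-enzyme basal signal; the screen sought inhibitors and activators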
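Recombinant enzyme (4 nM final) with compounds titrated up to 77 uM and bovine liver glycogen (30 ug) in citrate pH 5.0, 0.01% Tween-20, 37 C 40 min. Released glucose detected by Amplex Red/glucose oxidase (Ex 573/Em 610); AC50 from Hill fits.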
TR SRC2 fluor cs: alters Texas Red total fluorescence, flagging assay interference | Potency, µM (series often up to 106 µM), inactives show top-dose fluorescence change, negative = quenching | TRb/SRC2 Texas Red total fluorescence interference | 0.29% of 280,000 active; active = well fitted curve in either direction with a large enough effect; inconclusive = small, poorly fitted or top-dose-only effect
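Human TRb ligand-binding domain at 0.6 uM with 20 nM Texas Red SRC2 peptide in Tris buffer containing 1 uM T3 and 5% DMSO, incubated with compound 5 h at ambient temperature. Total fluorescence (555/632 nm) calculated as parallel + 2 × perpendicular.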
GoLoco inh red: blocks human Gai1 binding to RGS12 GoLoco peptide, red readout. AID 880. Potency, µM (series often up to 61.6 µM), inactives show at the highest dose activity, negative = inhibition, actives largely listed as inhibitors. 0.44% of 230,000 active. Gai1:RGS12 GoLoco peptide FP, rhodamine, 10 min. P63096; active = well fitted inhibition curve with a large enough effect, not every such curve was filed as active; inactive = no such curve, though single readings can be large or run the other way; also: nearly all actives have a fitted effect of over 30% in size; many of its hits are not listed in these tables
RECQ1 helicase: RECQ1 (human) helicase inhibition; Potency, µM (top dose mostly 57.3 µM), without a hit: at the top dose activity, negative = inhibition, most hits filed as inhibitors; 0.54% of 240,000 active; RECQ1 DNA unwinding, red fluorescence kinetic read; AID 2549; P46063;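 also: plate controls were vehicle for no effect and no enzyme for full effect; nearly all actives have a fitted effect of over 30% in size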
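50 nM RECQ1T1 preincubated 15 min with compound in Tris pH 8.0 buffer with MgCl2, DTT, Tween-20 and 2.5 ug/ml poly(dI-dC); started with 200 nM TAMRA/BHQ-2 forked duplex and 2 mM ATP. Unwinding read as fluorescence (525/598 nm), two reads 2 h apart.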
GAA spleen mod: inhibitors or activators of human alpha-glucosidase in spleen homogenate | human spleen homogenate, 4-MU-alpha-glucoside fluorescence | Potency, µM (doses to about 79.9 µM), inactives show at the highest dose activity change, negative = inhibition, hits mostly inhibitors | 0.006% of 240,000 active;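 also: 0% = enzyme with vehicle and -100% = no enzyme basal signal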
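Enzyme source: human spleen homogenate, 1 ug/well. Buffer 50 mM citric acid/K phosphate pH 5.0, 0.01% Tween-20. 4-MU-alpha-glucoside 1 mM; 37 C x 40 min; NaOH/glycine stop; fluorescence.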
TRb-SRC2 inh: disrupts binding of human TR beta to SRC2. 0.065% of 280,000 active. AID 1469. TRbeta-SRC2 peptide binding, fluorescence polarization; receptor liganded with 1 µM T3. Potency, µM (top dose mostly 106 µM), without a hit: top-dose activity change, negative = inhibition, most hits filed as inhibitors;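 also: plate controls were bound peptide for no effect and peptide without receptor for full effect; nearly all actives have a fitted effect of over 50% in size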
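Human TRb LBD (0.6 uM) plus Texas Red-labeled SRC2 peptide (20 nM), 1uM T3, 5% DMSO, 5 hr at ambient temperature. Decreased polarization (555/632 nm) flags inhibition; data normalized to free and bound peptide controls.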
L3MBTL1 block: blocks human L3MBTL1; AID 485360; Potency, µM (series often up to 57.1 µM), inactives show at the top dose activity, negative = inhibition, actives largely listed as inhibitors; AlphaScreen L3MBTL1–H3K9me1 peptide binding; 0.66% of 230,000 active; Q9Y468; also: nearly all actives have a fitted effect of over 60% in size
Target sequence (Q9Y468 whole entry, looked up): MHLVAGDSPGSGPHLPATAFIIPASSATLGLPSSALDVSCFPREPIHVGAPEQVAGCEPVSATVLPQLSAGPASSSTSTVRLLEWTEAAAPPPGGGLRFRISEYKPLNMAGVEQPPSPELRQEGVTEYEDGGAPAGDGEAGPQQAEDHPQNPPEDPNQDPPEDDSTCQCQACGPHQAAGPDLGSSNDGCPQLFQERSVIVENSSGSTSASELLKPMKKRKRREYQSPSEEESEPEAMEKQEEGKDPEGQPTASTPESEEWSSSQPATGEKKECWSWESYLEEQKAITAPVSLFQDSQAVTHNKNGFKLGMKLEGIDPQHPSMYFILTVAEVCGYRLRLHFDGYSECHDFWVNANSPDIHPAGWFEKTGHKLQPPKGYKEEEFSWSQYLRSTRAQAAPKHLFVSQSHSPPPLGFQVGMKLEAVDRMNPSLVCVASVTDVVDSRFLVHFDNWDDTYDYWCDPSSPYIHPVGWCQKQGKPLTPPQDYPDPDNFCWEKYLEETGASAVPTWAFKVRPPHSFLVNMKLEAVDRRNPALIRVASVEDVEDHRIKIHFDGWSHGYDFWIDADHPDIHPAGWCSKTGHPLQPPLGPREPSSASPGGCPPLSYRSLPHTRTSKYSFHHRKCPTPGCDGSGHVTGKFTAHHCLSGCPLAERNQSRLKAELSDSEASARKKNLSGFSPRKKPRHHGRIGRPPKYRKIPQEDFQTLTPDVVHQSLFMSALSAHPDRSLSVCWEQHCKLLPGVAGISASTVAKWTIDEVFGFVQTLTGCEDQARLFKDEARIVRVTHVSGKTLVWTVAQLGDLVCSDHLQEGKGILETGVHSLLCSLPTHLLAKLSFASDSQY
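L3MBTL1 (50 nM) pre-complexed 30 min with biotinylated H3(1-15)K9me1 peptide (75 nM), then compounds added for 30 min at room temperature; AlphaScreen streptavidin donor/nickel chelate acceptor beads (10 ug/mL final) read after 30 min dark incubation.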
Active calls of the source: *; [ ] = remark or other dose. Unless noted, calls follow the shape of the dose curve; as a rule, active = well fitted curve in the direction sought with a large enough effect; inconclusive = small, poorly fitted or top-dose-only effect, or another doubt; inactive = no such curve, though single readings can be large; an effect the other way counts as inactive or inconclusive. Unless noted, % is scaled to controls: 0 for no effect and ±100 for the full control effect; potency is read from the fitted curve at half-maximal effect. These rows are one share of the data; count on the stated rates, not on these rows.

CCCn1c(SCC(=O)N2c3ccccc3Sc3ccccc32)nc2c1c(=O)n(C)c(=O)n2C was read as GAA inh 5%, GAA glycogen mod 0%, TR SRC2 fluor cs -3%, GoLoco inh red 7%, RECQ1 helicase 0%, GAA spleen mod -5% and TRb-SRC2 inh -3%.
CCN(CC)C(=O)c1scc2c1OCCO2 was read as GAA inh -2%, GAA glycogen mod 9%, TR SRC2 fluor cs 2%, GoLoco inh red -12%, RECQ1 helicase -13%, GAA spleen mod -9%, TRb-SRC2 inh 6% and L3MBTL1 block -3%.
`COc1cc(C(=O)N2CCN(c3ccc(C)cc3C)CC2)cc(OC)c1OC` gave GAA inh 5%, GAA glycogen mod 3%, TR SRC2 fluor cs -1%, GoLoco inh red -1%, RECQ1 helicase -1%, GAA spleen mod -5%, TRb-SRC2 inh 1% and L3MBTL1 block -4%.
For COCCN1CCC(CNCc2cn[nH]c2-c2ccc(C)c(C)c2)C1 (stereo unspecified) the results were GAA inh -1%, GAA glycogen mod 12%, TR SRC2 fluor cs -6%, GoLoco inh red 0%, RECQ1 helicase -14%, GAA spleen mod -12%, TRb-SRC2 inh -5% and L3MBTL1 block -10%.
Screening COCCNC(=O)CC(NS(=O)(=O)c1ccc(NC(C)=O)cc1)C(C)C (stereo unspecified) returned GAA inh 3%, GAA glycogen mod 2%, TR SRC2 fluor cs -3%, GoLoco inh red 0%, RECQ1 helicase -8%, GAA spleen mod -5%, TRb-SRC2 inh -5% and L3MBTL1 block 0%[11.4 µM].
CC(C)(C)N1CC(c2nc3ccccc3n2Cc2ccccc2)CC1=O (stereo unspecified) was read as GAA inh -13%, GAA glycogen mod 1%, TR SRC2 fluor cs -2%, GoLoco inh red 1%, RECQ1 helicase -6%, GAA spleen mod -5% and TRb-SRC2 inh 1%.
Cc1ncc(CN2CCN(Cc3ccccc3)C(CCO)C2)s1 (stereo unspecified) was read as GAA inh -5%, GAA glycogen mod -4%, TR SRC2 fluor cs -3%, GoLoco inh red 6%, RECQ1 helicase -1%, GAA spleen mod 10%, TRb-SRC2 inh 0% and L3MBTL1 block -3%.
`Cc1ccc(C)c(C(=O)NCc2ccncc2)c1` gave GAA inh 2%, GAA glycogen mod -7%, TR SRC2 fluor cs -1%, GoLoco inh red -13%, RECQ1 helicase -8%, GAA spleen mod -10%, TRb-SRC2 inh -3% and L3MBTL1 block 0%.
`COc1ccc(-c2nnc(SCC(=O)N3c4ccccc4Sc4ccccc43)o2)cc1` gave GAA inh inconclusive, GAA glycogen mod 2%, TR SRC2 fluor cs -8%, GoLoco inh red -4%, RECQ1 helicase 0%, GAA spleen mod -1%, TRb-SRC2 inh 6% and L3MBTL1 block inconclusive.
Screening C=CCn1c(=O)c2ccccc2n2c(SCC(N)=O)nnc12 returned GAA inh 2%, GAA glycogen mod -12%, TR SRC2 fluor cs 1%, GoLoco inh red 4%, RECQ1 helicase -5%, GAA spleen mod -2%, TRb-SRC2 inh -12% and L3MBTL1 block 0%.
`COc1ccc([N+](=O)[O-])cc1NC(=O)COC(=O)C1CC1` gave GAA inh -9%, GAA glycogen mod 2%, TR SRC2 fluor cs -3%, GoLoco inh red 5%, RECQ1 helicase inactive, GAA spleen mod 0% and TRb-SRC2 inh 7%.
Screening Cc1ccc(NC(=S)N(CCCN2CCOCC2)Cc2ccco2)cc1C returned GAA inh 9%, GAA glycogen mod -10%, TR SRC2 fluor cs -1%, GoLoco inh red -4%, RECQ1 helicase inactive, GAA spleen mod 3%, TRb-SRC2 inh -4% and L3MBTL1 block 9%.
`CN1C(=O)NC2C1N(S(C)(=O)=O)CCN2S(C)(=O)=O` (stereo unspecified) gave GAA inh -1%, GAA glycogen mod -2%, TR SRC2 fluor cs -2%, GoLoco inh red -7%, RECQ1 helicase -6%, GAA spleen mod 2%, TRb-SRC2 inh -14% and L3MBTL1 block 2%.
Screening CCCN(Cc1ccccc1)C(=S)Nc1ccc(SC(F)F)cc1 returned GAA inh -4%, GAA glycogen mod -11%, TR SRC2 fluor cs -1%, GoLoco inh red 8%, RECQ1 helicase -12%, GAA spleen mod 2% and TRb-SRC2 inh 3%.
For CCOc1cc(C2C(C(=O)c3ccc(C)cc3)=C(C(=O)OC)Nc3nnnn32)ccc1O (stereo unspecified) the results were GAA inh -1%, GAA glycogen mod 10%, TR SRC2 fluor cs 6%, GoLoco inh red 0%, RECQ1 helicase -1%, GAA spleen mod -4% and TRb-SRC2 inh 2%.
For Cc1cc2nnc(SCC(=O)N3CCN(c4ccccc4)CC3)n2c(N)n1 the results were GAA inh 5%, GAA glycogen mod -2%, TR SRC2 fluor cs 1%, GoLoco inh red -10%, RECQ1 helicase inactive, GAA spleen mod -2%, TRb-SRC2 inh 2% and L3MBTL1 block 6%.
C=CCC(=O)NC(C)c1cnn(-c2ccccc2C)c1C (stereo unspecified) was read as GAA inh 5%, GAA glycogen mod 7%, TR SRC2 fluor cs -8%, GoLoco inh red 7%, RECQ1 helicase inactive, GAA spleen mod 2%, TRb-SRC2 inh -4% and L3MBTL1 block 0%.
CCC(C)[C@H](NC(=O)NCCCc1ccccc1)C(=O)OC (stereo partly specified) was read as GAA inh -2%, GAA glycogen mod 1%, TR SRC2 fluor cs -3%, GoLoco inh red 7%, RECQ1 helicase -15%, GAA spleen mod -13% and TRb-SRC2 inh -4%.
`Cc1ccn2cc(CC(=O)O)nc2c1` gave GAA inh 2%, GAA glycogen mod -7%, TR SRC2 fluor cs -1%, GoLoco inh red -18%, RECQ1 helicase inactive, GAA spleen mod -1%, TRb-SRC2 inh -3% and L3MBTL1 block inconclusive.
`Nc1cc(N)nc(SCc2cc(=O)oc3cc4c(cc23)CCC4)n1` gave GAA inh 0%, GAA glycogen mod 1%, TR SRC2 fluor cs 1%, GoLoco inh red 10%, RECQ1 helicase 15%, GAA spleen mod -3% and TRb-SRC2 inh 2%.
For O=C(Nc1ccccc1Cl)c1cccc(NC(=O)C2C3CC4OC(=O)C2C4C3)c1 (stereo unspecified) the results were GAA inh 0%, GAA glycogen mod -1%, TR SRC2 fluor cs 0%, GoLoco inh red -7%, RECQ1 helicase -7%, GAA spleen mod -2% and TRb-SRC2 inh -9%.
`CN(C)S(=O)(=O)N1CCCC(C(=O)c2ccc(-c3ccccc3)cc2)C1` (stereo unspecified) gave GAA inh 12%, GAA glycogen mod 21%, TR SRC2 fluor cs -1%, GoLoco inh red 8%, RECQ1 helicase -9%, GAA spleen mod -15%, TRb-SRC2 inh -2% and L3MBTL1 block 13%.
Screening CC(=O)c1cccc(NC(=O)C(OC(=O)c2ccccc2NS(=O)(=O)c2cccs2)c2ccccc2)c1 (stereo unspecified) returned GAA inh -12%, GAA glycogen mod 5%, TR SRC2 fluor cs 0%, GoLoco inh red -2%, RECQ1 helicase inactive, GAA spleen mod -10%, TRb-SRC2 inh -7% and L3MBTL1 block -9%.
For CC(Nc1nc(N2CCNCC2)nc2ccccc12)c1ccccc1 (stereo unspecified) the results were GAA inh -2%, GAA glycogen mod 0%, TR SRC2 fluor cs -2%, GoLoco inh red 8%, RECQ1 helicase 0%, GAA spleen mod -13%, TRb-SRC2 inh 0% and L3MBTL1 block 20%.

Some of these compounds in order of number of heavy atoms, lowest first:
CCC(C)[C@H](NC(=O)NCCCc1ccccc1)C(=O)OC (stereo partly specified) was read as GAA inh -2%, GAA glycogen mod 1%, TR SRC2 fluor cs -3%, GoLoco inh red 7%, RECQ1 helicase -15%, GAA spleen mod -13% and TRb-SRC2 inh -4%.
For Cc1cc2nnc(SCC(=O)N3CCN(c4ccccc4)CC3)n2c(N)n1 the results were GAA inh 5%, GAA glycogen mod -2%, TR SRC2 fluor cs 1%, GoLoco inh red -10%, RECQ1 helicase inactive, GAA spleen mod -2%, TRb-SRC2 inh 2% and L3MBTL1 block 6%.
For CCOc1cc(C2C(C(=O)c3ccc(C)cc3)=C(C(=O)OC)Nc3nnnn32)ccc1O (stereo unspecified) the results were GAA inh -1%, GAA glycogen mod 10%, TR SRC2 fluor cs 6%, GoLoco inh red 0%, RECQ1 helicase -1%, GAA spleen mod -4% and TRb-SRC2 inh 2%.

Additional results.
`CC12CCC(c3nnc(SCC(=O)Nc4cccc5ccccc45)nc31)C2(C)C` (stereo unspecified) gave GAA inh -10%, GAA glycogen mod -4%, TR SRC2 fluor cs 0%, GoLoco inh red 3%, RECQ1 helicase -13%, GAA spleen mod -10%, TRb-SRC2 inh -1% and L3MBTL1 block -7%.
`COc1cccc(-c2nn3c(-c4cc(C)[nH]n4)nnc3s2)c1` gave GAA inh -3%[15.4 µM], GAA glycogen mod 13%, TR SRC2 fluor cs 0%, GoLoco inh red 2%, RECQ1 helicase -6%, GAA spleen mod -3%, TRb-SRC2 inh -2% and L3MBTL1 block 7%.
For COc1cccc(C2/C(=C(/O)c3ccc(F)cc3)C(=O)C(=O)N2CCN(C)C)c1 (stereo unspecified) the results were GAA inh -11%, GAA glycogen mod -8%, TR SRC2 fluor cs -1%, GoLoco inh red 0%, RECQ1 helicase -1%, GAA spleen mod -1%, TRb-SRC2 inh -4% and L3MBTL1 block -1%.
For O=C(NCc1ccc(Cl)cc1)c1ccc(COCC(F)(F)F)o1 the results were GAA inh -6%, GAA glycogen mod -4%, TR SRC2 fluor cs -3%, GoLoco inh red 13%, RECQ1 helicase -1%, GAA spleen mod -2%, TRb-SRC2 inh 0% and L3MBTL1 block 7%[11.4 µM].
`CC(C)CCC1(CCNC(C)c2cccs2)CCOC(C)(C)C1` (stereo unspecified) gave GAA inh -10%[15.4 µM], GAA glycogen mod 6%, TR SRC2 fluor cs -4%, GoLoco inh red 10%, RECQ1 helicase inactive, GAA spleen mod -6% and TRb-SRC2 inh -2%.
Screening CCOc1cc(/C=C(/C#N)c2nc3ccccc3[nH]2)ccc1Oc1ccc([N+](=O)[O-])cn1 returned GAA inh 7%, GAA glycogen mod 7%, TR SRC2 fluor cs -2%, GoLoco inh red 15%, RECQ1 helicase -1%, GAA spleen mod -8%, TRb-SRC2 inh -5% and L3MBTL1 block -6%.
